# KB-V1 cytotox: KB-V1 MDR subline cytotoxicity; KB-V1 MDR cells viability, CellTiter-Glo, 72 h; Potency, µM (doses to about 46.1 µM), for inactives: at the highest dose activity change, negative = cytotoxicity, most hits filed as cytotoxic; actives 3.4% (n = 400,000); AID 1347076; note: potency is the fitted concentration of half-maximal effect; % is set by controls: 0 for no effect and ±100 for the full control effect; nearly all actives have a fitted effect of over 60% in size
#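 KB-V1 cells (P-gp-expressing MDR subline of KB-3-1) in phenol-red-free DMEM with 10% FBS were exposed to library compounds over a concentration series for 72 h at 37 degrees C. Viability read by CellTiter-Glo luminescence; concentration-effect curves fitted after normalization.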
# KB-3-1 tox: KB-3-1 parental cell cytotoxicity. Potency, µM (doses to about 46.1 µM), without a hit: at the highest dose activity change, negative = cytotoxic, usual class: cytotoxic. KB-3-1 viability, CellTiter-Glo ATP luminescence, 72 h. actives 1.4% (n = 400,000); note: potency is the fitted concentration of half-maximal effect; % is set by controls: 0 for no effect and ±100 for the full control effect; nearly all actives have a fitted effect of over 60% in size
#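 Screening of KB-3-1 cells (DMEM, 10% FBS, phenol-red free) ran from lowest to highest compound concentration; after 72 h at 37 °C viability was read luminescently and curves fitted.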
# SW480 rereplic: DNA re-replication induction in SW480 cells | SW480 DNA re-replication, Hoechst DNA content imaging, 48 h | Potency, µM (titrated, usually from 46.1 µM), for the others: at the top dose re-replication activation, actives largely listed as activators | actives 1.8% (n = 340,000) | AID 624297; note: potency is the fitted concentration of half-maximal effect; % of control where 0% means no effect; nearly all actives have a fitted effect of over 55% in size
#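 Hoechst fluorescence of nuclei (405 nm excitation, 500-530 nm emission) measured by plate-scanning imager after 48 hr compound exposure at 37 C; re-replication scored as increased number of nuclei with elevated intensity.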
# GLP-1R agonist: activates the human GLP-1 receptor; Potency, µM (doses to about 45.6 µM), for the others: at the top dose activation, actives largely listed as activators; AID 624172; actives 0.007% (n = 380,000); P43220; HEK293 GLP-1R CRE-luciferase, luminescence, 4-6 h; cells express a hypersensitive GLP-1R form; note: potency is the fitted concentration of half-maximal effect; % of control where 0% means no effect
# Target sequence (P43220 whole entry, looked up): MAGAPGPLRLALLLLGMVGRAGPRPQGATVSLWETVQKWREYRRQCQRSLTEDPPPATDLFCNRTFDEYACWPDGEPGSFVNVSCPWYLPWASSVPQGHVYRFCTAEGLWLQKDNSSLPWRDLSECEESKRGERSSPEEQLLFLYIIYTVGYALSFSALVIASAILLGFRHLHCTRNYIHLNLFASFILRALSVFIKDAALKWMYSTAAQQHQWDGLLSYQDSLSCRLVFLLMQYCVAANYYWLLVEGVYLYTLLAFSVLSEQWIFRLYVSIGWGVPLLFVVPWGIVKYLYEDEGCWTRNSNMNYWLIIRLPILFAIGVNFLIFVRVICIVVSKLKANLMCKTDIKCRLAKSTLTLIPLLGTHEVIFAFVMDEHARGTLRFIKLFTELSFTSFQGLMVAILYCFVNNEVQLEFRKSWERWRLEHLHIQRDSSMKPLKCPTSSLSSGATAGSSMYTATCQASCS
# HT1080 IDH1KD tx: toxicity to HT-1080 IDH1 knockdown cells (counter line). HT-1080 IDH1 knockdown viability, ATP luminescence, 48 h. Potency, µM (highest dose often 46.1 µM), for inactives: at the top dose activity, negative = toxicity, actives largely listed as cytotoxic. actives 2% (n = 360,000). AID 686971;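 note: potency is the fitted concentration of half-maximal effect; 0% = DMSO wells and -100% = cell-free medium wells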
#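 % activity derives from luminescence (CellTiter-Glo), normalised to DMSO and no-cell wells. HT-1080-IDH1KD cells, 750/well, had 48 h compound exposure at 37 °C.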
# D3 antag: antagonists of human D3 dopamine receptor. P35462. D3R cells, DiscoveRx beta-arrestin luminescence, antagonist mode; hits give low values. max response, negative = inhibition, %. actives 2.5% (n = 360,000); in the data active = max response below about -50%; inconclusive = no clear call, values can overlap the other calls; note: % is set by controls: 0 for no effect and ±100 for the full control effect; mostly tested at two doses, the higher about 12 µM
# Target sequence (P35462 whole entry, looked up): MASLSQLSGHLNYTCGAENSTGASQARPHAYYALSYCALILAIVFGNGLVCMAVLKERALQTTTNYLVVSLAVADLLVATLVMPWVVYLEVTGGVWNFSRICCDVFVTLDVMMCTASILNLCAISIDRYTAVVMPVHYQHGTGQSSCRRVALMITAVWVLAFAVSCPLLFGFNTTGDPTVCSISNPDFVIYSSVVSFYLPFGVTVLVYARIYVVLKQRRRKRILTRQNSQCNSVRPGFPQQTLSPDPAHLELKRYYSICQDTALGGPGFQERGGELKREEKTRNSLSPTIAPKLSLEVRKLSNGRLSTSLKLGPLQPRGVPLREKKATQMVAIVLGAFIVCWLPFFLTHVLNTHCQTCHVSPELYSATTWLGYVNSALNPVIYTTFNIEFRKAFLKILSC
#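 Cells expressing the human receptor were seeded at 1500 cells/well, incubated overnight at 37 degrees C in 5% CO2, then exposed to library compounds with dopamine controls for 90 minutes at 37 degrees C before luminescent detection.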
# DRD3 agonist: D3 dopamine receptor (human) agonism. D3R DiscoveRx beta-arrestin cells, luminescence, 90 min. max activation, %. actives 0.58% (n = 410,000); in the data active = max activation above about 30%; note: 0% is about no effect; mostly tested at two doses, the higher about 12 µM
#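 Cells at 1500/well, incubated overnight, then treated with pinned compounds (dopamine as control) for 90 min at 37 degrees C. DiscoveRx reagent added for 30 - 60 minutes at room temperature; luminescence read.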
# HT1080NT lethal: kills 2HG-producing HT-1080-NT fibrosarcoma cells. HT-1080-NT fibrosarcoma viability, CellTiter-Glo ATP luminescence, 48 h. Potency, µM (doses to about 46.1 µM), without a hit: at the top dose activity, negative = less viability, usual class: cytotoxic. actives 1.6% (n = 360,000). AID 686970;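 note: NT is the 2HG producing partner of a matched IDH1 knockdown line; potency is the fitted concentration of half-maximal effect; 0% = DMSO-treated cells and -100% = media-only wells without cells; nearly all actives have a fitted effect of over 55% in size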
#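 Compounds were tested in concentration-response format on HT-1080-NT cells for 48 hours at 37 degrees C. Cell viability came from CellTiter-Glo luminescence; curves were classified by r2, response magnitude and activity.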
# IL1B secr inh: blocks inflammasome-driven IL-1 beta release | activity change, % at 57.5 µM | AID 743279 | actives 4.7% (n = 360,000) | THP-1 LPS/ATP IL-1B secretion, AlphaLISA, 16 h; hits give low values; in the data active = activity change below about -50%; inconclusive = mostly about -30% to -49%; note: % is set by controls: 0 for no effect and ±100 for the full control effect
#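 THP-1 cells pretreated 1 hr with compounds (up to 57.5 uM final), then stimulated with LPS (250 ng/mL final) plus ATP (1.25 mM final); secreted IL-1B measured by AlphaLISA after 16 hr, decreased signal indicating inhibition.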
# The depositor's hits bear a star; ? = inconclusive; / = no result given; & = joins results of further samples; [ ] = dose if it differs, or a comment. Unless noted, calls come from the whole dose curve; as a rule, active = well fitted curve in the direction sought with a large enough effect; inconclusive = small, poorly fitted or top-dose-only effect, or another doubt; inactive = no such curve, though single readings can be large; an effect the other way counts as inactive or inconclusive.
Molecule	SW480 rereplic	GLP-1R agonist	D3 antag	KB-3-1 tox	IL1B secr inh	HT1080 IDH1KD tx	KB-V1 cytotox	HT1080NT lethal	DRD3 agonist
Cc1ccccc1S(=O)(=O)c1cc2ccccc2nc1N	20%	10%	17	-9%	24	-2%	?	-2%	2
O=C(CCC(=O)N1CCOCC1)NCc1cccc(C(F)(F)F)c1	-2%	-6%	-1	4%	2	7%	13%	6%	1
FC(F)(F)c1ccc(Cl)c(-n2c(Cc3cccs3)n[nH]c2=S)c1	-14%	8%	12	1%	4	-2%	-6%	1%	2
CC[C@]12c3[nH]c4cc(-c5ccco5)ccc4c3CCN1C(=O)[C@@H](CC(=O)NCC13CC4CC(CC(C4)C1)C3)C[C@@H]2C(=O)N1CCN(C(=O)c2ccco2)CC1	?	0%	-7	?	-54*	?	-25%	?	0
C[C@H]1CC[C@H]2C(=O)N[C@H](Cc3ccccc3)C(=O)N2[C@@H]1c1ccccc1	-8%	?	10	6%	12	14%	-1%	10%	7
COc1cc(Cl)c(NS(=O)(=O)c2ccc3[nH]c(=O)ccc3c2)c(OC)c1	/	20%	/	-7%	/	/	?	/	1
O=C(Nc1ccccc1)c1cnc(-c2ccccc2)nc1-c1ccccc1	13µM*	-15%	28	-29%	6	?	10µM*	?	43*
CS(=O)(=O)N(CC(=O)N1CCN(Cc2ccccc2)CC1)c1ccc2c(c1)OCCO2	-6%	1%	2	-16%	-3	12%	?	4%	21
Cc1cccc(N2CCN(CC(=O)Nc3nccs3)CC2)c1C	-8%	-1%	-7	0%	46	-1%	?	0%	-4
Cc1cc(C(=O)COc2ccc(Br)cc2F)c(C)n1CC1CCCO1 (centres undefined)	/	8%	-27	1%	41	-3%	22%	3%	-5
C/C(=N\NC(=O)CNC(=O)c1cccs1)c1ccc(Cl)c(Cl)c1	3.7µM*	9%	0	12%	-19	?	0%	?	-12
CC(C)c1ccc(NC(=O)CSc2nnc(-c3ccccn3)n2C)cc1	-13%	0%	0	1%	28	13%	5.2µM*	2%	1
CC1(C)CC(=O)C(C=NCCCO)=C(O)C1	2%	-1%	21	-1%	15	9%	23%	1%	0
Cc1csc2c(N3CCCCC3)ncnc12	?	?	29	-3%	15	1%	-28%	10%	6
Cc1cc(=O)oc2cc(OCC(=O)NC3CCN(Cc4ccccc4)CC3)c(Cl)cc12	-4%	-4%	-11	0%	-12	5%	-2%	-1%	-2
CC1CCN(c2nc3c(-c4cccc(Br)c4)nnn3c3ccccc23)CC1	/	-1%	/	17%	/	/	0%	/	-2
O=C(OCC(=O)N1CCNC1=O)c1ccccc1Cl	/	5%	-7	-2%	-9	1%	10%	1%	-4
COc1ccc(CNC(=O)C(C)OC(=O)Cn2cnc3c2c(=O)n(C)c(=O)n3C)cc1 (centres undefined)	-3%	3%	-11	8%	19	6%	0%	0%	2
C=CCc1cccc2cc(C(=O)NNC(=O)c3ccncc3)c(=O)oc12	-13%	7%	-16	4%	-19	12%	-5%	-16%	9
CC(C)(C)CN1CCNC[C@H]1Cc1cccc2ccccc12	-16%[9.22 µM]	-1%	-4	-9%	?	2%	11%	1%	5
COC(=O)c1cc(-c2ccc(OC)c(OC)c2)c2c(=O)[nH]c(=O)n(C)c2n1	29%	-3%	32	0%&2%	-4	0%	2%&-5%	2%	4&2
CCOC(=O)c1ccc(-c2cc(C)no2)[nH]1	29%	4%	12	9%	27	22%	?	3%	0
OC[C@@H]1CN(Cc2ccco2)C[C@H](n2cnc3c(Nc4ccccc4)ncnc32)O1	/	18%	-24	0%	1	0%	3%	28%	-4
CC1(C)CC(=O)C(C=NCCN2CCN(C(=S)Nc3cccc(Cl)c3)CC2)=C(O)C1	-4%	-16%	5	1%	1	-19%	?	2%	10
CN1C[C@@H]2[C@@H]3C(=O)N(C)C(=O)[C@@H]3[C@](C)(C1=O)N2C(=O)c1ccc(C(F)(F)F)cc1	2%	4%	14	11%	34	8%	-15%	17%	10
COc1cccc(OCCCN2CCCCCC2)c1	-2%	10%	-11	4%	32	32%	0%	10%	-1
O=C(/C=C/c1c(Cl)cccc1Cl)N1CCN(c2ncccn2)CC1	-4%	34%	-8	-5%	-15	-7%	0%	-10%	-13
Cn1nnnc1SCC(=O)Nc1cc(S(=O)(=O)N2CCCCC2)ccc1Cl	-2%	12%	-1	0%	-5	-2%	7%	-5%	-8
Cc1ccc(C(=O)OCC(=O)NCCN2C(=O)CSC2=O)cc1	-7%	8%	2	-1%	8	3%	4%	8%	3
O=C1NC2(CCCCCC2)Cc2ccccc21	-3%	20%	7	11%	31	1%	-28%	-2%	14
O=C(C(=O)N1CCN(c2ccccc2)CC1)c1ccc2c(c1)OCO2	/	/	-3	16%	-2	11%	-15%	16%	5
Fc1ccc(-c2ccc3nccn3c2)cc1Cl	/	7%	21	0%	2	-4%	0%	14%	-3
CC/C(=N/Nc1ccccc1C)c1cnnc(SC)n1	100%	-1%	4	7%	11	29%	-27%	6%	-4
CS/C(N)=N/N=C/c1c(O)ccc2ccccc12	?	2%	-17	-4%	34	?	3%	-16%	9
Cc1cc2[nH]c(=O)c(=O)[nH]c2cc1S(=O)(=O)N1CCN(c2cccc(C)c2C)CC1	4%	-1%	-6	0%&-1%	18	4%	20%&-6%	1%	21&0
Fc1ccc(CNc2ccc(N3CCN(Cc4ccccc4)CC3)cc2)cc1	?	-2%	?	?	?	-15%	-22%	-27%	-28
Cc1ccc(C(=O)NC(=S)NCCN2CCOCC2)cc1	0%	13%	7	10%	-7	4%	?	-2%	-1
CNC(=O)c1ccc(NC(=O)/C=C/c2cccc(F)c2)cc1	140%[1.84 µM]	13%	-3	6%	?	?	0%	-7%	-3
CC1=[N+](C)N(c2ccccc2)C(=O)C1N=Cc1ccc(Cl)cc1 (centres undefined)	-3%	-7%	-4	0%	6	0%	0%	9%	-2
CC1(C)C(=O)C=CC(=O)C(C)(C)C(=O)C=CC(=O)C(C)(C)C2=CC=C(O2)C(C)(C)C(=O)C=CC1=O	?	-4%	-24	?	-97*	?	0%	0%	-6
O=C(Nc1nc(-c2ccccc2)cs1)c1cccnc1	13%	13%	17	-7%	-19	2%	?	-3%	-4
S=c1[nH]nc(-c2cc(-c3ccccc3)n[nH]2)n1/N=C/c1ccc(Cl)c(Cl)c1	-118%[inhibitor]	14%	-8	10%	63	0%	4%	-9%	-4
CN(c1ccc(C(=O)NCCSCc2ccccc2)cc1)S(=O)(=O)c1ccccc1	0%[9.22 µM]	-2%	1	0%	-2	-5%	-30%	-11%	-6
COc1ccccc1-c1c(C)oc2c(CN3CCN(C)CC3)c(O)ccc2c1=O	1%	-4%	-18	4%	7	-3%	12%	-4%	2
O=c1[nH]c(-[n+]2ccccc2)c(/C=N/NC([S-])=Nc2ccccc2)s1	-11%	-3%	12	13%	8	14%	33%	?	7
Cc1cc(Br)ccc1NC(=O)CNC(=O)CSc1n[nH]c(N)n1	3%	4%	2	-3%	-26	1%	-4%	1%	-12
CCOC(=O)/C(C#N)=C(\N)C(C)C(=O)Nc1ccccn1 (centres undefined)	-1%	6%	16	2%	-10	3%	-3%	16%	5
CCN1C(=O)[C@@H]2[C@H](C1=O)[C@@H]1C(=O)Nc3ccccc3C(=O)N1[C@@H]2c1cccc(Cl)c1	-8%	6%	12	0%	10	15%	?	9%	-7
COc1ccc(/C(O)=C/C(=O)C(=O)NNC(=O)C(O)(c2ccccc2)c2ccccc2)cc1	0%	-11%	-17	7%	7	-7%	22%	-3%	-5
O=C(Nc1cccc(Cl)c1)c1nc[nH]c1C(=O)NCc1ccccc1	21%[9.22 µM]	-5%	0	1%	22	?	-3%	-25%	0
Cc1[nH]n(-c2ccc(Br)cc2)c(=O)c1C=Nc1ccc(S(=O)(=O)Nc2nccs2)cc1	-6%	-10%	-1	-1%	-6	-20%	?	-28%	-2
O=C(Nc1ccccc1)Nc1ccc2snnc2c1	-1%	4%	-14	?	-19	?	0%	?	0
S=C(Nc1cccc(Cl)c1)N1CCN(Cc2ccccc2)CC1	12%	19%	8	-1%	7	13%	10%	12%	-4
O=C(CSCc1ccccc1)N/N=C/c1cc2c(cc1Br)OCO2	/	5%	-16	-20%	0	?	?	-25%	-2
COCC(=O)OC1CCn2c1nc1c2C(=O)C(C)=C(NC(C)=O)C1=O (centres undefined)	1.5µM*	-13%	-10	?	-1	4.6µM*	-18%	7.3µM*	-3
Cc1ccc(CN(CC(=O)NC2CCCC2)C(=O)CSc2nnc(COc3ccccc3)o2)cc1	-14%	-9%	-20	0%	-13	19%	-16%	21%	-6

# More results:
Molecule	SW480 rereplic	GLP-1R agonist	D3 antag	KB-3-1 tox	IL1B secr inh	HT1080 IDH1KD tx	KB-V1 cytotox	HT1080NT lethal	DRD3 agonist
Cc1ccc(S(=O)(=O)N2CCCCC2)cc1NC(=O)Cn1ccsc1=N	-6%	-1%	-15	-14%	-12	7%	4%	-1%	-4
O=C(NCCN1CCC(n2c(=O)[nH]c3ccccc32)CC1)c1ccncc1	/	0%	-107*	?	-28	-13%	?	-18%	-16
Cc1ccc(N=C2C(=O)Nc3ccccc32)c(C)c1	-6%	1%	-19	15%	-7	-1%	-1%	-6%	-7
Cn1c(SCC(=O)Nc2ccc3c(c2)OCCO3)nnc1C(F)(F)F	-4%	-6%	11	-3%	4	10%	24%	12%[9.24 µM]	-1
O=C(NCC(=O)N1CCN(c2ccc(C(F)(F)F)cn2)CC1)c1ccc(Br)o1	14%	-1%	38	0%	9	0%	0%	1%	9

# Assay outcomes: PubChem, National Center for Advancing Translational Sciences (NCATS)
